PMI act satM6P: human PMI activators, high substrate, primary screen, biochemical, fluorescence intensity, near-saturating mannose 6-phosphate; Mannose-6-phosphate isomerase (Homo sapiens), P34949; coupled PMI enzyme assay, resazurin fluorescence, 20 min; active compounds read high; 1 = untreated enzyme, 0 = substrate-free blank; 0.34% of 190,000 active; activation factor at 20 µM;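 active means activation factor of 2 or more at 20 µM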
Target sequence (P34949 whole entry, looked up): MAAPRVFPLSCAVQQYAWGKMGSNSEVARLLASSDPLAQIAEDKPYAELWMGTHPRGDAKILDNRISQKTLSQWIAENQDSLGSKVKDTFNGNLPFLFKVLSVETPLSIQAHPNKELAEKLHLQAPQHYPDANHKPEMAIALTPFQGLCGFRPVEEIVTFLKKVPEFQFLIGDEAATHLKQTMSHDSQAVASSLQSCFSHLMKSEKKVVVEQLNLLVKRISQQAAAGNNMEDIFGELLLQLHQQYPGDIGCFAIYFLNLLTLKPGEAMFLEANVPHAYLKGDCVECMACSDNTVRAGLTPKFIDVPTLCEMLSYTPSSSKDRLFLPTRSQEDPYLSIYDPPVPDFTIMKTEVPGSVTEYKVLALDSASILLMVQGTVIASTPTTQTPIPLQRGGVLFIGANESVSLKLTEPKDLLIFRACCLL
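assay system = human phosphomannose isomerase with PGI, G6PDH, diaphorase coupling enzymes | quantity = 15 ng/mL PMI | incubation = enzyme reaction with compound 20 min at room temperature | medium = HEPES pH 7.4 buffer with MgCl2 and Tween-20 | compound dosing = one concentration, 20 µM, in 1% DMSO | measured by = Diaphorase-driven resazurin-to-resorufin fluorescence, excitation 544, emission 590 nm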
TNAP act hi DEA: TNAP activators at high phosphate acceptor level, primary screen, biochemical, luminescence, uHTS; Alkaline phosphatase, tissue-nonspecific isozyme (Homo sapiens), P05186; purified TNAP, CDP-star luminescence, 1 M DEA, 30 min; active compounds read high; 0 = EDTA background, 1 = DMSO-only activity; activation factor at 20 µM; AID 1136, 2008; 200,000 tested, under 10 active;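 active means activation factor at least 2 at 20 µM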
Target sequence (P05186 whole entry, looked up): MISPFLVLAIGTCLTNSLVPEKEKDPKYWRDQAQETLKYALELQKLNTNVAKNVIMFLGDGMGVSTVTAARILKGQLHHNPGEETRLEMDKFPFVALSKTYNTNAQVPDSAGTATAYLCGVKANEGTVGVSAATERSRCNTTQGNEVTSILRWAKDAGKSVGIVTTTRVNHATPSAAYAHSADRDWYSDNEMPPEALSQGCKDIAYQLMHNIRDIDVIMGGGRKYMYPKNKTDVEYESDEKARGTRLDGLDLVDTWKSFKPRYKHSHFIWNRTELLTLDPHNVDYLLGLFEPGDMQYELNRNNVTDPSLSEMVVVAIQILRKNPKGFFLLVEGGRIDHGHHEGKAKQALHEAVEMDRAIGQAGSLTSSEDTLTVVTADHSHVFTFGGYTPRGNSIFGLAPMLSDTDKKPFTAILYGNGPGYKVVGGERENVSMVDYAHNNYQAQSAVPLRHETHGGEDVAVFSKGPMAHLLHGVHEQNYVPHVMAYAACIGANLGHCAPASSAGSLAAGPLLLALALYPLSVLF
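Assay system: human TNAP; Input: enzyme diluted 1/800 final; Reagent: CDP-star luminogenic substrate at 100 µM final; Timing: 30 min, room temperature; Signal: luminescence; Evaluation: TNAP activation factor scaled between EDTA and DMSO control wells.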
NF-kB expr up: activators of NF-kB expression in neurons, primary screen, cell-based, HTS; 1.6% of 190,000 active; fold change at 12.5 µM; human neuronal cells, NF-kB reporter expression; active compounds read high; in the data active means fold change above about 3.3
TNAP inh hi DEA: human TNAP enzyme inhibitors, primary screen, biochemical, luminescent, high phosphate acceptor level, uHTS | inhibition, % at 20 µM | 0.03% of 200,000 active | Alkaline phosphatase, tissue-nonspecific isozyme (Homo sapiens), P05186 | purified TNAP, CDP-star luminescence, 1 M DEA;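 active means over 50% inhibition of tissue-nonspecific alkaline phosphatase at 20 µM in the single-dose screen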;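 further: plate controls were DMSO wells for no effect and EDTA-quenched wells as full inhibition for full effect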
FLuc act counter: FLuc activators, initial screening, artefact control for FLuc-dependent activation tests, biochemical, ATPlite luminescence. 200,000 tested, under 10 active. Luciferin 4-monooxygenase (Photinus pyralis), P08659. ATPlite luciferase biochemical, 10 min; 0 = ATP-free wells, 1 = DMSO control. activation factor at 10 µM. AID 1027, 2008;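 active means luciferase activation factor, scaled between plate controls, of at least 2 with compound at 10 µM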
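Material: Luciferase/luciferin reagent mix | Doses: Test compounds dosed from 2 mM stocks in 100% DMSO | Timing: 10 min incubation after luciferase reagent addition, room temperature | Measured by: Luminescence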
bIAP act: bovine intestinal alkaline phosphatase activators, primary screen, biochemical, bovine IAP, CDP-star luminescence | alkaline phosphatase, intestinal [Bos taurus] | purified bovine IAP, 30 min; active compounds read high; fold of DMSO-control signal, blank-subtracted | activation factor at 20 µM | 0.17% of 200,000 active;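 active means activation factor of 2 or more at 20 µM, a signal rise over negative controls twice the positive control's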
PMI act: activators of human PMI, primary screen, biochemical, fluorescence intensity, near-Km mannose 6-phosphate; activation factor at 20 µM; purified human PMI, coupled resazurin fluorescence, 20 min; active compounds read high; 1 = vehicle control, 0 substrate-free wells; 0.005% of 190,000 active; Mannose-6-phosphate isomerase (Homo sapiens), P34949;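 active means activation factor of 2 or more at 20 µM, relative to plate controls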
TNAP inh no acc: human TNAP enzyme inhibitors, primary screen, biochemical, luminescent, no phosphate acceptor, uHTS; Alkaline phosphatase, tissue-nonspecific isozyme (Homo sapiens), P05186; purified TNAP, CDP-star luminescence, 30 min; inhibition, % at 20 µM; 0.26% of 200,000 active;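 active means tissue-nonspecific alkaline phosphatase inhibition above about 50% at 20 µM in the single-dose screen, limit read from the data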;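 further: 0% = DMSO negative control and 100% = EDTA positive control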
APP 5'UTR act: activators of APP 5'UTR luciferase reporter, primary screen, SH-SY5Y cells | SH-SY5Y APP 5'UTR luciferase reporter, luminescence; zero percent = DMSO vehicle wells | activation, % at 2 µM | 1% of 190,000 active;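 active means activation above a set limit, based on mean plus 3 SD of controls, cut at about 140% in these data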; further: values of inactives mirror those of a sister screen read the other way
FLuc inhib CS: firefly luciferase enzyme inhibitors, primary screen, artefact control for luciferase-based inhibitor screens, biochemical, luminescence, ATPLite; inhibition, % at 10 µM; Luciferin 4-monooxygenase (Photinus pyralis), P08659; AID 1006, 2008; 10 min; 1.5% of 200,000 active;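 active means inhibition above about 50% when tested at 10 µM, limit read from the data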
An asterisk follows results filed as active; x = no result given. Compounds were not picked by outcome (roughly 3.6% active in at least one column).

SMILES	PMI act satM6P	TNAP act hi DEA	NF-kB expr up	TNAP inh hi DEA	FLuc act counter	bIAP act	PMI act	TNAP inh no acc	APP 5'UTR act	FLuc inhib CS
O=C(Nc1ccccc1)Nc1nnc(-c2cccs2)s1	1	1	1.4	0	1	1	0.9	-14	92	-3
Cc1ccc(-c2csc3ncnc(NS(=O)(=O)c4ccc(Cl)cc4)c23)cc1	1.1	1	0.81	4	1	0.9	1	-1	5	-1
CCOC(=O)C1(CCc2ccccc2)CCN(Cc2cnc(N(C)C)s2)CC1	0.9	1	1.6	-5	1.1	0.9	0.8	-7	6	-7
CCOC(=O)c1cccc(N2C(=O)Nc3ccccc3N2O)c1	1	1	1.2	1	1	1	1	-10	3	4
CCOC(=O)c1ccc(Oc2nc(N(C)C)nc(N(C)C)n2)cc1	1	1	0.63	-3	1.1	0.9	0.9	-4	-13	-6
Cc1ccc(-c2nnn(CC(=O)N(Cc3cccs3)C(C(=O)NCC3CCCO3)c3ccco3)n2)o1 (configuration not stated)	1	1	0.93	-4	1	1.3	0.9	-10	-20	-4
COc1ccc(Cn2c(C(F)(F)F)ccc(C(N)=O)c2=O)cc1	0.9	1.1	1	-6	1.1	0.8	1	-7	-2	-11
Cc1noc(C)c1C(=O)Nc1nc(-c2ccccc2Cl)cs1	0.9	1	1.8	3	1.1	0.9	0.8	7	-1	-9
O=C(NCCCn1ccnc1)Nc1ccc(Cl)cc1Cl	0.9	1	1.1	-4	1	1.1	0.8	-8	-11	-1
O=[N+]([O-])c1ccc(N2CCNCC2)c(S(=O)(=O)N2CCOCC2)c1	1	1	0.99	-2	1.1	0.5	0.9	-12	-26	-5
CCOC(=O)c1sc(C)c(C(=O)NCCCN2CCOCC2)c1N	1	1.1	1.1	-11	1	1.1	1	-14	1	-3
Cc1cc(C)cc(OC(=O)CS(=O)c2ccc(C(F)(F)F)cc2[N+](=O)[O-])c1 (configuration not stated)	1	1.1	1.4	-5	1.1	0.9	0.9	-15	32	-7
COc1ccc(Nc2ccc(S(=O)(=O)N3CCCCC3)cc2[N+](=O)[O-])cc1	0.9	0.9	0.84	6	1	1.3	0.9	-1	-3	-4
CCN(c1ccccc1)S(=O)(=O)c1ccc(Cl)c(C(=O)NCCc2ccc(OC)cc2)c1	0.9	1	0.99	1	1	1.1	0.9	-11	11	-1
CC(C)CN(CC(C)C)C(=O)c1cccc(S(=O)(=O)N2CCc3ccccc32)c1	1	1.1	0.89	-9	1	1.1	1.1	-11	5	-2
CCOc1ccc(-c2nnc(N3CCCCC3)c3ccccc23)cc1	1	1	0.91	4	1	1	1.2	13	-1	0
COc1ccc(-n2c(SCC(=O)N3CCCCC3)nc(O)cc2=O)cc1	0.8	1.1	1.2	-7	1	1.1	0.8	-17	2	-4
COc1cc(C2c3c(oc4ccc(Cl)cc4c3=O)C(=O)N2Cc2ccco2)cc(OC)c1OC (configuration not stated)	0.9	1	x	-4	1.1	2.6*	0.9	-9	x	-5
Cn1c(NCCCO)nc2ccccc21	0.9	1	1.3	-1	1	1	0.9	-3	0	0
c1ccc2oc(-c3[nH]ncc3CN(Cc3ccncc3)CC3CCCO3)cc2c1 (configuration not stated)	1	1	1.1	-3	1	1.1	0.9	-8	-2	1
O=C(CN1C(=O)CCC1=O)c1ccc(-c2ccccc2)cc1	0.9	1	1	2	0.9	1	0.9	-8	28	10
O=S(=O)(c1ccc2ccccc2c1)N1CCN(C2Cc3ccccc3C2)CC1	1.1	1	1.1	-1	1.1	1	0.9	10	-11	-8
CC(C)(C)OC(=O)N1CCCC1C(=O)O (configuration not stated)	0.9	1	1.1	2	1	0.9	0.9	-1	0	0
Cc1ccc(-c2noc(CCC(=O)Nc3ccc4c(c3)OCO4)n2)cc1	0.9	1.1	1	-6	1	0.9	1	-10	9	-2
O=C(CCc1nc2ccccc2[nH]c1=O)OCC(=O)c1ccc(Cl)cc1	1	1	1.1	-4	1.1	1.1	1	-6	7	-6
Cn1nc(C(=O)Nc2nc3ccccc3[nH]2)c2ccccc2c1=O	0.9	1	0.62	0	1	0.8	0.9	-26	23	3
O=C(NCC(=O)N(c1cccc(F)c1)C(C(=O)NCC1CCCO1)c1ccccc1)c1ccco1 (configuration not stated)	1	1	1.3	-4	1.1	1.1	1.1	-11	-8	-8
Cc1cccc(-c2nnn(Cc3nnc(NC(=O)c4ccccc4)s3)n2)c1	1	1.1	1.1	-8	1.1	0.9	1	-12	8	-6
CN(C)CCCN(C(=O)c1ccco1)c1nc2ccc(F)cc2s1	1.2	1.1	1	-11	1	1.2	1.3	-4	18	-3
CN(C)S(=O)(=O)c1cccc(C(=O)N(Cc2ccc(F)cc2)Cc2ccco2)c1	1.1	1	0.98	-2	1	1.1	1	-10	-14	0
Cc1cc(C)n(-c2ccc(C(=O)Nc3nnc(C4CC4)s3)cc2)n1	0.9	1	1.5	-2	1	0.9	0.9	-9	-3	4
Cc1ccc(CNS(=O)(=O)/C=C/c2ccc3c(c2)OCO3)cc1	0.9	1	1.1	0	1	0.7	0.9	-7	x	-1
Cc1nn(C)c(Cl)c1C(=O)NCC(=O)Nc1ccc(C(C)C)cc1	1	1	0.87	-3	1	1	1.1	-4	10	-5
O=C(Nc1ccccc1Cl)c1cnccn1	1.1	1.1	1.1	-6	1	1	1	-16	-7	0
Cc1cnc(C(=O)OCC(=O)NCc2ccc3c(c2)OCO3)cn1	0.9	1	1.1	2	1	1.3	1	-3	10	2
O=C(c1ccccc1)c1c[nH]c2cc3c(cc2c1=O)OCO3	1.1	1	1	-4	1.1	0.7	1.1	-12	5	-6
COc1ccccc1CNC(=O)COC(=O)Cc1cccs1	1	1	1.3	-3	1	1.1	1	-11	-9	-5
CC/C(=C\C(=O)c1cccnc1)Nc1ccc(C)c(C)c1	1.1	1	1.1	-1	1	1	0.7	-8	-7	0
Cc1cc(C)c2c(=O)[nH]c(SCC(=O)NCCc3ccccc3)nc2n1	1.1	1	1.2	-4	1.1	0.9	1.1	-2	3	-9
Cc1ccc(-c2nnc3n2CCCCC3)cc1	1	1	1.3	2	1	1	1	-6	6	-2
CC(=O)c1cc(F)c(N2CCCCCC2)cc1C	1	1	1.4	-4	1	1	1	-11	7	-4
CCN(CC(=O)NCc1cccs1)S(=O)(=O)c1ccc(C(C)C)cc1	1	1.1	0.75	-5	1	1	0.9	-16	16	-2
C=CCNc1nc(-c2c(C)nc3sccn23)cs1	0.4	1	1.2	4	1	1.1	0.9	-9	x	4
Cc1cc(C(=O)CSc2nnc(N)s2)c(C)n1CCc1ccc(Cl)cc1	0.9	1.1	0.91	-7	1.1	0.8	1	-1	6	-7
Cc1ccc(-c2nc3ccccc3c(C(=O)NCc3cccs3)c2C)cc1	1.3	1	0.61	2	1	0.9	1.1	-10	-9	-2

Only FLuc act counter and NF-kB expr up, for some of the entries so far:
SMILES	FLuc act counter	NF-kB expr up
CC(=O)c1cc(F)c(N2CCCCCC2)cc1C	1	1.4
CCN(CC(=O)NCc1cccs1)S(=O)(=O)c1ccc(C(C)C)cc1	1	0.75
C=CCNc1nc(-c2c(C)nc3sccn23)cs1	1	1.2

The list goes on:
SMILES	PMI act satM6P	TNAP act hi DEA	NF-kB expr up	TNAP inh hi DEA	FLuc act counter	bIAP act	PMI act	TNAP inh no acc	APP 5'UTR act	FLuc inhib CS
CC(=O)Nc1cccc(-c2nc3ccccc3c(=O)o2)c1	0.9	1	1.3	1	1	0.9	1	-8	-7	4
Cc1cccc(C(=O)N2CCC(c3nc(-c4ccc(S(=O)(=O)N5CCOCC5)cc4)no3)CC2)c1	1	1	0.75	-4	1.1	1	1.1	2	-19	-11
CNC(=O)c1[nH]cnc1C(=O)N[C@@H](Cc1ccccc1)C(=O)OCc1ccccc1	1	1	1.1	-2	1	1	0.9	-12	9	-3
CN(C)CCN1CC(C(=O)O)CC1=O (configuration not stated)	0.9	1	1.1	-5	1	1	0.9	-9	13	-1
O=C1N/C(=N\N=C\c2cccnc2)SC1Cc1ccc(SC(F)F)cc1 (configuration not stated)	1.2	1	0.82	-5	0.9	1.1	1.1	-1	-26	12
CCC(=O)c1ccc(OCC(=O)N(C)CC(=O)Nc2cccc(F)c2)cc1	1.1	1	1.3	1	1	0.8	1.1	-7	11	1
CC1=Nc2cc(C(=O)NCCCOC(C)C)ccc2Sc2ccccc21	0.9	1	0.97	-3	1	0.9	0.9	-9	-1	-4
CC(OC(=O)c1ccc2c(=O)n3c(nc2c1)CCCCC3)C(N)=O (configuration not stated)	0.9	1	1.4	-4	1.1	0.9	1	-9	5	-5
CC(C)[C@H](NC(=O)c1ccco1)C(=O)OCC(=O)Nc1ccc(F)cc1	1.1	1	1.1	-5	1	1	1.1	-10	11	-4
Cc1nnc(SCC(=O)Nc2sc3c(c2C#N)CCCC3)[nH]c1=O	1.1	1	1.1	-2	1	1	1	-17	-1	-3
O=C(COc1ccc2ccccc2c1)Nc1cccc2c1C(=O)NC2=O	0.9	1	1.1	-4	1.1	1	1.1	-5	10	-7
CCOc1cc(-c2nc3ccccn3c2NCC2CCCO2)ccc1O (configuration not stated)	0.9	1	0.37	-5	1	0.9	0.9	-15	-1	-4
COC(=O)c1nc(N)sc1C	1	1.1	1.2	-6	1.1	1	1	-8	3	-8
CCCCS/C(N)=N/N=C/c1ccccc1O	0.8	1	2.8	-4	1	0.8	0.8	-15	x	3
O=[n+]1cc(-c2cc3ccccc3o2)n([O-])c2c1CCCC2	0.9	1	x	-1	1	1	1	-10	x	-1
CCOC(=O)C1C(=O)CC(C)(O)C(C(=O)OCC)C1c1ccc(NC(C)=O)cc1 (configuration not stated)	0.9	1	1.2	-5	1	1	1	-15	-33	-4
Fc1ccc(C2=CSC3=NCCN23)cc1	1.1	1	1.2	-3	1.1	1.2	1.2	-2	-29	-8
COc1nc(OC)nc(N2CCC(C(=O)Nc3cccc4ccccc34)CC2)n1	1	1.1	1.3	-9	1.1	1.1	1	-18	0	-8
CCN1C(=O)/C(=C2\C=Cc3cc(C)ccc3N2CC)OC1=S	0.9	0.8	1.1	15	1	0.9	1	17	0	-2
COc1ccccc1OCC(=O)NNC(=O)c1cccs1	0.9	1	1.1	-2	1	1	1	-18	6	1

High-throughput results: PubChem, several laboratories
